High-throughput results: PubChem, several laboratories
bCat nuc transl = modulators of beta-catenin nuclear translocation, primary screen, imaging, HeLa cells, immunofluorescence, high-content; actives 0.3% (n = 190,000); AID 1665, 2009; nuclear translocation activity, % at 5 µM;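 active = nuclear translocation activity above 50% at 5 µM, with a well cell count of 50 or more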;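 note: per-cell ratio of nuclear to cytoplasmic median beta-catenin stain intensity; plate controls were DMSO negative control for no effect and GSK-3 inhibitor IX positive control for full effect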
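System: HeLa cells, endogenous beta-catenin; compound dosing: 5 µM primary single dose, 0.1% DMSO, 0.02–20 µM confirmation series; incubation: 24 h compound exposure at 37°C, 5% CO2; signal: beta-catenin immunofluorescence imaging with DAPI; evaluation: % activation, nuclear-to-cytoplasmic median beta-catenin signal ratio per cell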
MT stabilizer = microtubule stabilizers in HeLa cells, primary screen, imaging, high-content imaging | % tubulin-high responders, % at 10 µM | actives 0.83% (n = 200,000) | HeLa tubulin immunostaining HCS, 24 h; share of cells brighter than vehicle mean+2SD;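 active = plate Z-score above 3 for both tubulin-high and condensed-nucleus cell shares, with cell loss under 80%, at 10 µM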;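 note: anti alpha tubulin signal scored within the nucleus-defined area of each cell; some results filed as inactive read as strong as hits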
Autophagy mod = autophagy modulators in MEF cells, primary screen, imaging, high-content, MEF GFP-LC3; MEF GFP-LC3 puncta imaging; test concentration mostly 10 µM; AID 463193, 2010; actives 0.98% (n = 190,000); calls only at 10 µM (by protocol);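 active = percentage of spot-positive cells more than 3 SD above its plate mean, without a fluorescence outlier flag or 80% toxicity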;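 note: spot-positive cell cutoff set from DMSO-treated cells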
Dynein transport = inhibitors of GR-EGFP nuclear translocation, primary screen, dynein cargo transport inhibitor project, imaging, high-content, 3617.4 mouse cells; test concentration mostly 20 µM; stimulated with dexamethasone, 1 µM; hits give low values; z-score, hits read low; actives 0.47% (n = 220,000); AID 1381, 2008;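 active = plate z-score of nuclear minus cytoplasmic receptor signal below a set negative limit, without overly bright fluorescence or cell loss, cut at about -3.5 in these data, passing the limit was not always enough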;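 note: z-score of nuclear minus cytoplasmic ring GR-EGFP intensity difference per well; some compounds called inactive have numbers as strong as hits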
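Buffer or medium: tetracycline-free induction medium containing charcoal-stripped FBS / Reagent: dexamethasone agonist, 1.0 µM final, for 30 min / Technique: automated 10x imaging of fixed Hoechst-stained cells / Times: induction 48 h, compound 1 h, agonist 30 min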
Hep lipid drop = inhibitors of hepatocyte lipid droplet formation, primary screen, imaging, high-throughput imaging, BODIPY stain. AML12 mouse hepatocytes, oleate lipid droplets. inhibition, % at 6.5 µM. actives 0.4% (n = 240,000);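 active = lipid droplet intensity inhibited by at least 50%, with more than 500 cells counted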
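Test system: AML12 mouse liver cells; schedule: overnight exposure; technique: high-content imaging of BODIPY-stained droplets and DAPI nuclei; read-out: % inhibition of corrected integrated BODIPY droplet signal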
T cell HTS = modulators of CD8 T cell-vesicle binding, primary screen, mouse 2C CD8+ T cells, flow cytometry | 2C CD8+ T cell-vesicle binding; hits give low values | calls only at 7 µM | actives 0.068% (n = 330,000) | AID 2052, 2009;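 active = response, share of CD8 T cells binding vesicles, and their 90th percentile fluorescence all below set limits, cut at about 80% in these data, passing the limit was not always enough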
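Read-out – percent CD8+ FL2 mean versus row control · System – murine 2C transgenic CD8+ T lymphocytes · Times – 1.5 h cell–vesicle binding at 37 °C, then 20 min icy labelling · Control set – naked vesicles low, QL9 vesicles with vehicle high · Detection – cytometric PE anti-B7-1 and Alexa647 anti-CD8 signals after 1% paraformaldehyde fixation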
Salmonella PhoP GFP = inhibitors of PhoP regulon expression, primary screen, Salmonella Typhimurium, GFP reporter (AID 1863) | S. Typhimurium PhoP-regulated promoter GFP reporter, 4 h; higher % means a stronger effect | inhibition, % at 50 µM, or IC50 in µM where a hit was titrated | actives 0.16% (n = 300,000);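 active = inhibition over 29.93%, a cutoff 3 SD above the screen mean, later confirmed by dose response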;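 note: 0% = low Mg2+ inducing control and 100% = high Mg2+ repressing control; strong numbers were not always called active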
Insulin prom up = insulin promoter activators in MIN6 cells, imaging, high-content screening, mouse beta cells. MIN6 insulin promoter-GFP reporter; hits give high values. z-score at 5 µM. actives 0.3% (n = 190,000). AID 1625, 2009;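 active = z-score above 3 at 5 µM with at least 500 cells counted in the well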
ER stress rescue = rescue of cells from ER stress-induced death, primary screen, 384-well, CSM14.1, thapsigargin, ATP luminescence (AID 1222) | CSM14.1 thapsigargin-induced death rescue, ATP luminescence; higher % means a stronger effect | cellular ATP content (survival), % at 20 µM, or EC50 in µM where a hit was titrated | 190,000 tested, under 10 active;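 active = EC50 below 50 µM in the dose-response confirmation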;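 note: death triggered by thapsigargin at about 15 µM added after 2 h compound pretreatment; cell ATP read after overnight thapsigargin exposure of roughly 18 to 22 hours; normalized against plate controls of thapsigargin alone and 5% DMSO vehicle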
Dynein transport cytoplasmic EGFP = further read-out of Dynein transport, marked with its call; z-score; measured here: cytoplasmic GR-EGFP intensity; hits give high values
Dynein transport nuclear GR-EGFP = further read-out of Dynein transport, marked with its call; z-score; measured here: nuclear GR-EGFP intensity;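 lower value marks the stronger effect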
Dynein transport cell count = recorded beside Dynein transport, whose call it bears; z-score; measured here: cell count per field
Insulin prom up cell count = second read-out of Insulin prom up, no call of its own (marks repeat the call); cell count; measured here: cytotoxicity, nuclei count;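 total cells summed across four imaged fields per well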
Hep lipid drop cells 6.5 µM = recorded beside Hep lipid drop, whose call it bears; cell count; measured here: cell count, cytotoxicity flag;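 cells counted across two imaged fields per well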
bCat nuc transl cell count 5 µM = also measured in bCat nuc transl; calls as there; cell count; measured here: cell count, cytotoxicity flag
T cell HTS vesicle-bound % = further read-out of T cell HTS, marked with its call; double positive events, %; measured here: CD8+ vesicle-bound cell fraction;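 binding gate set so that unloaded-vesicle control wells show 10% double positive cells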
MT stabilizer Hoechst-high % = second read-out of MT stabilizer, no call of its own (marks repeat the call); % Hoechst-high responders; measured here: nuclear condensation Hoechst responders;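 share of cells brighter than vehicle mean plus two SD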
MT stabilizer cytotoxicity % = also measured in MT stabilizer; calls as there; toxicity, %; measured here: cytotoxicity by cell density;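 0% = mean cell density of plate MIN control wells and 100% = no cells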
Autophagy mod cell loss 18 h = also measured in Autophagy mod; calls as there; toxicity, %; measured here: cell loss, nuclei count;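 cell loss after 18 h compound exposure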
An asterisk follows results filed as active; i = inactive; x = no result given.

SMILES	bCat nuc transl	bCat nuc transl cell count 5 µM	MT stabilizer	MT stabilizer Hoechst-high %	MT stabilizer cytotoxicity %	Autophagy mod	Autophagy mod cell loss 18 h	Dynein transport	Dynein transport cytoplasmic EGFP	Dynein transport nuclear GR-EGFP	Dynein transport cell count	Hep lipid drop	Hep lipid drop cells 6.5 µM	T cell HTS	T cell HTS vesicle-bound %	Salmonella PhoP GFP	Insulin prom up	Insulin prom up cell count	ER stress rescue
CCCN(CCC)c1cc(Cl)nc(N)n1	-0.2	1092	2.2	1.0	13	i	-13	0.41	-0.24	0.13	0.34	-5	726	i	53	-1%	-0.06	1347	-11%
CCc1onc(C)c1C(=O)Nc1cc(C)ccc1OC	x	x	1.0	1.3	8.3	i	-7	0.43	-0.23	0.45	-0.14	-2	796	i	33	-8%	1.2	801	0.8%
CC(C)(C)NC(=O)CN(Cc1cccnc1)C(=O)c1csnn1	-3.3	1023	3.2	1.3	4.9	i	26	-0.077	-0.19	0.052	0.49	x	x	i	24	9%	0.4	1383	-2.5%
COC(=O)CN1C(=O)C(O)(CC(=O)c2ccc(Cl)cc2)c2ccccc21 (stereo unspecified)	-0.6	1132	2.6	2.5	1.4	i	6	-0.35	-0.2	-0.079	0.27	12	549	i	45	10%	0.13	1800	-1.6%
Cc1ccc(-n2c(-c3nn(C)c(C)c3Cl)n[nH]c2=S)cc1	-0.9	1019	3.8	2.3	4.6	i	-33	-0.33	-0.25	-0.39	0.45	-2	755	i	38	2%	0.54	950	-3.4%
Cc1nn(CCc2n[nH]c(=S)n2C)c(C)c1Br	-5.6	1147	2.7	1.8	5.2	i	8	-0.29	-0.22	-0.16	0.24	21	764	i	34	4%	x	x	-2.2%
CCOC(=O)CCCCC(=O)c1[nH]c(=O)[nH]c1CSc1nc2ccccc2[nH]1	2.0	963	2.7	1.4	3.8	i	-13	-0.24	-0.16	0.19	-0.51	-3	711	i	7	-4%	-0.03	1062	0.2%
COc1ccc(S(=O)(=O)N2CCCC2C(=O)Nc2ccc(O)cc2)cc1 (stereo unspecified)	0.7	1089	2.2	2.3	9.0	i	-4	0.85	-0.18	0.71	-0.32	1	738	i	46	-6%	0.77	1818	-2.1%
COc1cccc(CNC(=O)CSCc2cnn(-c3ccccc3)c2-n2cccc2)c1OC	x	x	1.7	1.4	5.7	i	21	0.44	-0.15	0.39	-0.082	-8	719	i	55	-16%	-0.14	974	2.4%
Cc1ccccc1N1CCN(C(=O)c2ccccc2NC(=O)/C=C\C(=O)O)CC1	x	x	3.5	1.2	3.7	i	-39	-0.5	-0.19	-0.36	-0.44	x	x	i	50	-14%	x	x	-0.8%
CC12CCC(C(=O)NCc3ccc(Cl)cc3)(OC1=O)C2(C)C (stereo unspecified)	0.0	1174	1.2	1.8	6.7	i	-1	-1.3	-0.42	-0.48	1.4	-2	749	i	6	-7%	0.16	997	2.1%
Cc1cc(O)c(C(C)C)cc1N=Nc1ccccc1C(=O)O	-0.7	1318	x	x	x	x	x	-0.24	-0.24	-0.011	0.45	7	701	i	29	1%	0.1	1056	x
Cc1ccc(C(C(=O)Nc2ccc3c(c2)OCO3)N(C)C(=O)/C=C\c2ccc3c(c2)OCO3)cc1 (stereo unspecified)	0.5	444	3.2	2.2	5.9	i	-15	-0.13	-0.32	-0.3	0.33	12	627	i	45	7%	0.12	1018	3.6%
CCOc1ccccc1NC(=O)CSc1nnnn1-c1ccc(C(=O)OC)cc1	1.2	1141	0.8	1.8	6.1	i	-3	0.62	-0.16	0.3	-0.0029	x	x	i	13	-3%	x	x	-0.8%
CCOC(=O)N/N=C(/c1ccccc1)C1CCCCC1	2.8	965	5.6	3.5	11	i	-2	-0.44	-0.27	0.18	-0.71	-7	668	i	41	-9%	-0.64	1235	-0.4%
C=CCN1C(=O)C2C3CC(=O)C(c4ccccc43)C2C1=O (stereo unspecified)	-0.4	1094	2.2	2.1	11	i	12	2	-0.25	0.84	-1	0	665	i	51	3%	-0.51	1122	3.3%
COc1ccc(Cc2noc(CN3CCNC(=O)CC3)n2)cc1OC	0.2	996	2.5	2.4	8.6	i	3	-0.57	0.47	-0.21	0.41	16	755	i	46	1%	0.88	1489	-1.4%
COc1ccc(Nc2nc(Cl)nc(Nc3ccc(OC)cc3OC)n2)c(OC)c1	0.9	1491	2.7	1.4	3.6	i	2	0.85	-0.31	0.6	0.068	16	700	i	46	3%	-0.06	1683	14%
N#CC(c1ccccc1)(c1ncc(C(F)(F)F)cc1Cl)N1CCOCC1 (stereo unspecified)	x	x	1.1	1.5	3.0	i	1	-0.35	-0.2	-0.61	0.5	x	x	i	46	-4%	x	x	0.4%
COc1cccc(C(=O)OCC(=O)Nc2ccccc2N2CCOCC2)c1	-1.2	718	5.2	2.8	13	i	-13	-0.45	-0.19	0.04	-0.42	x	x	i	16	1%	-0.35	1298	-2.5%
Cc1ccc(NC(=O)CNC2CCS(=O)(=O)C2)cc1C (stereo unspecified)	-4.5	1152	2.2	1.3	3.2	i	-30	-0.57	-0.32	-0.18	1	2	649	x	x	0%	0.79	1296	x
Cc1ccc2c(c1)N(CCCC(=O)NCCCN1CCCC1=O)C(=O)CO2	2.1	444	3.3	1.9	0.4	i	17	2.6	-0.062	2.6	-1.6	-69	756	i	28	2%	0.88	960	-0.8%
O=C(Cc1ccccc1)Nc1cccc(NC(=O)c2cccs2)c1	0.8	977	2.7	2.8	5.4	i	8	0.22	-0.085	0.23	-1.3	15	694	i	60	-2%	0.14	1480	-0.4%
CN1CCN(/C=N/c2c(C#N)cnn2C)CC1	x	x	4.6	2.1	2.9	i	1	0.19	-0.19	0.077	-0.71	6	711	i	26	5%	-0.2	1283	-0.9%
CCCCOc1ccc(-c2ncc(N)cn2)cc1	1.3	1250	x	x	x	x	x	-0.64	0.035	0.037	0.36	13	750	i	22	0%	-0.19	1075	x
SMILES	bCat nuc transl	bCat nuc transl cell count 5 µM	MT stabilizer	MT stabilizer Hoechst-high %	MT stabilizer cytotoxicity %	Autophagy mod	Autophagy mod cell loss 18 h	Dynein transport	Dynein transport cytoplasmic EGFP	Dynein transport nuclear GR-EGFP	Dynein transport cell count	Hep lipid drop	Hep lipid drop cells 6.5 µM	T cell HTS	T cell HTS vesicle-bound %	Salmonella PhoP GFP	Insulin prom up	Insulin prom up cell count	ER stress rescue
Cc1[nH]nc(SCC(=O)NCC(C)C)c1[N+](=O)[O-]	0.6	1046	2.4	1.1	0.4	i	11	0.22	-0.29	-0.054	0.0026	2	760	i	48	-4%	-0.82	1187	0.7%
CCCCOC(=O)/C=C/c1ccc(OC(=O)OC)c(OC(=O)OC)c1	-0.3	918	5.6	3.2	4.2	i	7	0.3	-0.25	-0.012	-0.037	-4	658	i	10	-2%	x	x	4.7%
N#Cc1ccccc1NC(=O)CSc1nccn1CCc1ccccc1	x	x	1.7	1.6	6.4	i	5	-0.22	-0.19	-0.21	0.14	-2	719	i	32	7%	x	x	-1.2%
Cc1cc(C)n2c(SCc3c(C)noc3C)nnc2n1	-0.8	1116	2.8	2.9	7.3	i	0	0.38	-0.13	0.11	-0.2	-8	691	i	31	-4%	0.27	1055	-1.7%
CCNC(=S)N/N=C(\C)c1ccc2ccccc2c1OC(F)F	-1.9	1319	1.4	1.6	7.5	i	3	0.38	-0.21	0.2	-1.6	-4	690	i	32	-7%	-0.45	1347	-0.9%
C=CCSC1=C(C#N)C(c2cccc(OC)c2)CC(=O)N1 (stereo unspecified)	-0.3	1072	3.4	1.8	3.3	i	-2	1.4	-0.26	0.57	-0.61	3	673	i	29	-6%	-0.23	1937	2.6%

Gathered by group, the compounds so far containing an NH in an aromatic ring.
SMILES	bCat nuc transl	bCat nuc transl cell count 5 µM	MT stabilizer	MT stabilizer Hoechst-high %	MT stabilizer cytotoxicity %	Autophagy mod	Autophagy mod cell loss 18 h	Dynein transport	Dynein transport cytoplasmic EGFP	Dynein transport nuclear GR-EGFP	Dynein transport cell count	Hep lipid drop	Hep lipid drop cells 6.5 µM	T cell HTS	T cell HTS vesicle-bound %	Salmonella PhoP GFP	Insulin prom up	Insulin prom up cell count	ER stress rescue
Cc1ccc(-n2c(-c3nn(C)c(C)c3Cl)n[nH]c2=S)cc1	-0.9	1019	3.8	2.3	4.6	i	-33	-0.33	-0.25	-0.39	0.45	-2	755	i	38	2%	0.54	950	-3.4%
Cc1nn(CCc2n[nH]c(=S)n2C)c(C)c1Br	-5.6	1147	2.7	1.8	5.2	i	8	-0.29	-0.22	-0.16	0.24	21	764	i	34	4%	x	x	-2.2%
CCOC(=O)CCCCC(=O)c1[nH]c(=O)[nH]c1CSc1nc2ccccc2[nH]1	2.0	963	2.7	1.4	3.8	i	-13	-0.24	-0.16	0.19	-0.51	-3	711	i	7	-4%	-0.03	1062	0.2%
Cc1[nH]nc(SCC(=O)NCC(C)C)c1[N+](=O)[O-]	0.6	1046	2.4	1.1	0.4	i	11	0.22	-0.29	-0.054	0.0026	2	760	i	48	-4%	-0.82	1187	0.7%
